Screening results: PubChem, The Scripps Research Institute Molecular Screening Center
CHRM1 agonist: activates human CHRM1 receptor | CHO-K1 hM1, Fluo-8 calcium fluorescence, agonist mode; 0% DMSO, 100% acetylcholine EC100 | activation, % at 3 µM | 360,000 compounds, 0.33% hits | AID 588814;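 active = activation above the run's mean compound activation plus 3 SD, cut at about 16% in these data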;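 note: peak over basal fluorescence ratio within a 140 s kinetic read after compound addition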
TAAR1 antagonist: antagonists of human TAAR1. Q96RJ0. CHO RD-HGA16 TAAR1, Fluo-8 calcium fluorescence, antagonist. inhibition, % at 3 µM. 360,000 compounds, 1.5% hits;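 active = inhibition above a per-plate cutoff, the mean inhibition of test compounds on that plate plus 3 SD, cut at about 49% in these data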;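 note: 0% = DMSO plus EC80 beta-PEA response and 100% = DMSO alone without agonist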
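Material: RD-HGA16 CHO cells with stable hTAAR1 and Gα16; Dosing: single nominal final test compound concentration of 3 µM; Schedule: seeding 17-24 h prior, 75-min 37 °C, 30-min RT dye loading; Detection: kinetic Fluo-8 calcium fluorescence measurement; Measure: % inhibition from peak post-agonist over basal fluorescence ratio; Benchmarks: vehicle and agonist controls.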
CHO parental Ca: signal in parental CHO cells, OX1R antagonist counter-screen. inhibition, % at 5.6 µM. AID 463079. 330,000 compounds, 0.63% hits. parental CHO-K1, ATP-induced calcium, Fluo-8 fluorescence;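 active = inhibition above that plate's mean sample inhibition plus 3 SD, cut at about 26% in these data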;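 note: 0% = ATP-challenged DMSO wells and 100% = DMSO wells without ATP; some compounds past the cut are filed as inactive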
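Material: parental CHO cells / Compound: single nominal dose of 5.6 µM per compound / Signal: Fluo-8 fluorescence / Replicates: singlicate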
V1R ag counter: counter-screen for oxytocin receptor agonists: human V1a receptor agonists; P37288; CHO-V1R cells, Fluo-8 calcium fluorescence, agonist mode; 0% DMSO, 100% 3 nM vasopressin; activation, % at 3 µM; 320,000 compounds, 0.25% hits; AID 2797;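 active = activation above the mean activation of all tested compounds plus 3 SD, per screening run, cut at about 20% in these data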;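 note: signal is peak over basal fluorescence ratio across a 100 second FLIPR read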
Target sequence (P37288 whole entry, looked up): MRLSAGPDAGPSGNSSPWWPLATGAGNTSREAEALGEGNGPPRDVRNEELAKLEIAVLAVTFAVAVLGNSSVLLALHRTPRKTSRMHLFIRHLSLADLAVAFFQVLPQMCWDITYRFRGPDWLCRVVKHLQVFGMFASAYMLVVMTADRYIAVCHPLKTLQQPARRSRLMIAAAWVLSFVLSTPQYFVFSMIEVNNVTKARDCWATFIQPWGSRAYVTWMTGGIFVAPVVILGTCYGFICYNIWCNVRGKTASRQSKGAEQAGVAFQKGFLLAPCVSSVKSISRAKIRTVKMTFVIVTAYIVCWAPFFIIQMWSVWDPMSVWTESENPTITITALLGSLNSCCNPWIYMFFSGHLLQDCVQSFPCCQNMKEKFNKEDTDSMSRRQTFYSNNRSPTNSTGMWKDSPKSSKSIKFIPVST
CHRM1 antagonist: antagonists of human M1 muscarinic receptor. 360,000 compounds, 1.3% hits. AID 588852. CHO-K1 hM1, Fluo-8 calcium fluorescence, ACh EC80 antagonist. inhibition, % at 3 µM. P11229;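 active = percent inhibition above its own plate's cutoff, namely the mean of that plate's compound wells plus 3 SD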;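 note: peak over basal fluorescence ratio during 140 s after agonist addition; 0% = ACh EC80 plus DMSO and 100% = DMSO alone without agonist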
TAAR1 agonist: human TAAR1 agonism; Q96RJ0; CHO RD-HGA16 TAAR1, Fluo-8 calcium fluorescence; vehicle wells 0%, saturating PEA agonist 100%; activation, % at 3 µM; 360,000 compounds, 0.99% hits;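 active = activation above the mean activation of all test compounds in the run plus 3 SD, cut at about 38% in these data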
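test system = CHO RD-HGA16 cells carrying human TAAR1 plus Gα16 | schedule = 17-24 h seeding, 75 min 37 °C dye, 30 min RT | compound dosing = 3 µM single concentration | control set = DMSO and PEA EC100 | replicates = n 1 | signal = Fluo-8 fluorescence, 5 s baseline then 140 s kinetic read | measure = percent activation vs PEA EC100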
OXTR potentiator: potentiators of human oxytocin receptor | 320,000 compounds, 0.061% hits | CHO-OTR cells, Fluo-8 calcium fluorescence, potentiator mode; 0% = oxytocin EC15, 100% = EC100 | activation, % at 3 µM | P30559;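 active = activation above that plate's cutoff, the mean activation of tested compounds plus 3 SD, cut at about 6.6% in these data, passing the limit was not always enough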;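 note: 100% uses oxytocin at 75 nM as the full agonist control; some results filed as inactive read as strong as hits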
Target sequence (P30559 whole entry, looked up): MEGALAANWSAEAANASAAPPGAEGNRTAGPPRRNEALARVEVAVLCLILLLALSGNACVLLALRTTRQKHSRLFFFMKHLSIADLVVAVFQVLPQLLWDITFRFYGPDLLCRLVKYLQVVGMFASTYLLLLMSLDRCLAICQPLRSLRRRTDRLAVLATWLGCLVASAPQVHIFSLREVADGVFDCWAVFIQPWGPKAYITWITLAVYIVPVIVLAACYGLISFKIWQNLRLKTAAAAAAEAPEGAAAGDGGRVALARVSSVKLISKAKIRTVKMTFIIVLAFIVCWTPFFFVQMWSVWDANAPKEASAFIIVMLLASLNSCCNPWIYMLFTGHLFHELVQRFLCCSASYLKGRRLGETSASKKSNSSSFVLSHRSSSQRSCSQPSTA
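assay system = CHO-OTR cells, human receptor | schedule = compound 6 min at room temperature before oxytocin, 100 s read | detection = Fluo-8 intracellular calcium fluorescence, ex 470-495, em 515-575 nm | evaluation = normalized max/min fluorescence ratio, % activation | control set = EC15 oxytocin alone as 0%, 75 nM oxytocin (EC100) as 100%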
OXTR ag: agonists of human oxytocin receptor. activation, % at 3 µM. 320,000 compounds, 0.32% hits. AID 2435. CHO-OTR cells, Fluo-8 calcium fluorescence; normalized: DMSO 0%, oxytocin 100%;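 active = activation above the mean of all tested compounds plus 3 SD, cutoff set per screening run, cut at about 20% in these data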;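 note: peak over basal fluorescence ratio from a 100 s FLIPR kinetic read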
CHRM1 PAM: positive allosteric modulators of human M1 muscarinic receptor; 360,000 compounds, 0.088% hits; AID 588819; P11229; activation, % at 3 µM; CHO-K1 hM1, Fluo-8 calcium fluorescence, ACh EC20; 0% = ACh EC20, 100% = maximal ACh; in the data active = activation above about 19%, passing the limit was not always enough
* hit, by the source's call; . = not tested or not shown. This is a random part of the collection; any-hit rate near 3.7%.

The line under a structure holds: CHRM1 agonist	TAAR1 antagonist	CHO parental Ca	V1R ag counter	CHRM1 antagonist	TAAR1 agonist	OXTR potentiator	OXTR ag	CHRM1 PAM
COc1cccc(C(C(=O)NC(C)(C)C)N(C(=O)CCC(=O)Nc2cc(C)on2)c2ccc3c(c2)OCCO3)c1OC (configuration not stated)
 : -3	-2	-32	1.0	-15	-1	-2	0.2	14
CCCCCC1CCC(c2n[nH]c(=S)n2C)CC1 (configuration not stated)
 : -4	-6	-6	0.1	4	-4	-11	-1.8	0
COc1ccc(Nc2ccccc2NC(=O)c2ccccc2Br)cc1
 : 0	13	-37	0.2	-6	-1	-5	-1.3	8
O=C1[C@H]2[C@H](ON3CCCC[C@H]23)C(=O)N1c1cccc(C(F)(F)F)c1
 : -4	-2	-17	1.6	-2	11	-1	-0.3	-3
O=C(CN1C(=O)S/C(=C\c2ccccn2)C1=O)Nc1ccccc1
 : -2	-4	.	.	23	3	.	.	-9
COc1ccccc1CNC(=O)Cn1c(=O)oc2cc(S(=O)(=O)N3CCCC3)ccc21
 : 1	10	11	9.0	-8	3	-9	5.5	7
NS(=O)(=O)c1ccc(NC(=S)NNC(=O)c2cccs2)cc1
 : -9	18	0	-0.4	-5	3	-3	-0.5	15
COc1ccc(C(=O)COC(=O)[C@H](C)NS(=O)(=O)c2ccc(NC(C)=O)cc2)cc1OC
 : -6	0	.	.	-7	2	.	.	5
CCCCNC(=O)CSc1nnc(-c2ccc(S(=O)(=O)N3CCCC3)cc2)n1C
 : -8	19	-6	-0.3	2	-3	-7	0.1	-1
Cc1ccc([C@H]2C(C(=O)O)=CC[C@@H](c3ccc(C)cc3)N2S(=O)(=O)c2ccc(C)cc2)cc1
 : -7	-5	-34	0.3	-15	1	-8	-0.3	9
COc1ccc([C@H]2CC(=O)C=C(c3cc(F)ccc3OC)C2)cc1
 : -6	30	-13	-0.5	-1	12	-7	-0.1	2
Cc1nn(C(C)C(=O)O)c(C)c1[N+](=O)[O-] (configuration not stated)
 : -6	12	-5	0.2	-4	7	-2	0.5	5
COc1ccc(NC(=O)c2cc(C3CC3)nc3c2cnn3C(C)C)cc1OC
 : -1	-5	-17	-0.5	-10	2	-8	-2.1	17
COC(=O)c1c(NC(=O)c2ccccc2)sc(Cc2ccccc2)c1C
 : -3	1	-10	0.0	-11	5	-4	1.2	13
C=CCn1c(COc2ccccc2F)nnc1SCC(=O)NC(=O)NCc1ccco1
 : 0	5	-10	3.2	1	5	-3	2.6	3
O=C(CSc1ccccc1)Nc1ccc(N2CCOCC2)c(F)c1
 : -2	11	3	2.2	-12	3	-3	0.9	5
Cn1c(/C(C#N)=C/c2cccc(O)c2)nc2ccccc21
 : -5	19	-12	-1.5	-17	4	-4	-1.2	18
O=C(NCCc1cn2ccccc2n1)c1cc(COc2ccc3ncccc3c2)on1
 : 0	87*	47*	13	33	21	-16	16	-18
COc1ccc(C)cc1N(CC(=O)NCCSCc1ccco1)S(=O)(=O)c1ccc(C)cc1
 : -6	45	-1	5.0	11	4	-11	1.2	-7
CCCCOc1ccc(NC(=O)Cn2c(=O)ccc3c(C)cc(C)nc32)cc1
 : -2	5	-18	-1.8	-33	6	-12	-1.7	8
COc1ccc(CNc2nc3ccccc3n2CCN2CCOCC2)cc1
 : -6	15	-15	0.4	-5	-1	-10	-1.0	5
COC(=O)c1scc(C)c1NC(=O)c1cccc(C#N)c1
 : -7	.	-3	-0.7	-5	.	-8	-1.1	6
COc1ccc(C)cc1NC(=O)CSc1nnc(-c2ccc(Br)cc2)o1
 : 2	12	-12	1.1	-23	9	-2	2.0	3
O=C(Nc1cccc(Cl)c1)NC1CCCCC1
 : -1	12	-6	2.9	14	9	-5	4.0	-9
COc1ccccc1CN1CC(C(=O)NCc2c(F)ccc(C)c2F)CCC1=O (configuration not stated)
 : 0	-13	-20	1.8	-5	2	-8	0.7	10
COc1ccc(-n2c(SC3CCOC3=O)nc3ccccc3c2=O)cc1OC (configuration not stated)
 : -2	-2	-6	1.1	-7	13	-6	0.8	9
O=C(Nc1ccc(Cl)c(C(F)(F)F)c1)[C@@H]1CC=C[C@@H]2CCN(C3CC3)C(=O)[C@@H]21
 : -8	-2	-27	0.1	-4	10	-7	-0.9	6
O=C(NCc1ccccc1)c1cc2ccccc2o1
 : -5	-20	5	-0.6	-3	6	3	-1.6	2
CN(Cc1cccc(F)c1)C(=O)c1ccc(S(=O)(=O)C(F)F)cc1
 : -4	3	6	0.7	-2	3	-5	1.1	4
CCOC(=O)/C=C1\SC(C)C(=O)N1CC(=O)N(CCC#N)c1ccccc1 (configuration not stated)
 : 0	-2	-9	1.1	-3	9	3	1.4	8
Nc1[nH]n2c(=O)cc(-c3ccccc3)nc2c1N=Nc1ccc2c(c1)OCO2
 : .	.	-10	0.2	.	.	7	-0.3	.
Fc1ccc2c(c1)[C@H]1OCC[C@H]1[C@@H](c1ccco1)N2
 : -5	5	5	1.4	-6	1	-12	-1.3	7
Cc1cc(Cl)ccc1NC(=O)CN1CCN(C(=O)c2ccco2)CC1
 : -2	1	-5	-0.2	6	-3	-11	0.3	5
O=C(NCc1ccc(Cl)cc1)c1nccnc1CO
 : -5	-20	.	.	1	0	.	.	0
CN(C)C1=NC[C@H](Cc2ccccc2)N1CC1CCCCC1
 : -13	8	-9	-0.4	-1	18	0	1.5	4
CCOC(=O)N1CCN(C(=O)c2ccc(CS(=O)c3cccc(C)c3)o2)CC1 (configuration not stated)
 : -1	-21	.	.	-13	4	.	.	7
CC(=O)C1=C(c2ccccc2)OC(N)=C(C#N)C1c1ccccc1F (configuration not stated)
 : -7	4	-9	-0.9	0	0	-5	-0.6	2
Cc1ccc(NS(=O)(=O)c2cccc(C(=O)NC3CC3)c2)c(C)c1
 : 2	9	-14	2.2	-16	2	-4	1.9	9
CCCCCCCCCC(=O)NNC(=O)c1c(O)c2ccccc2n(CC)c1=O
 : -10	4	-20	0.2	-2	5	1	0.7	2
O=C(/C=C/c1cccc([N+](=O)[O-])c1)c1cccs1
 : -7	20	-9	-0.1	-2	4	-2	-2.4	3
CCc1nnc(N/N=C/c2ccc(-c3ccc([N+](=O)[O-])cc3)o2)n1N
 : -5	12	6	1.4	-6	5	-4	0.6	12
CN(/N=C/c1ccc(Br)o1)C1=NS(=O)(=O)c2ccccc21
 : -12	7	-7	-1.9	-11	6	-9	-1.8	13
CCOc1ccc(OCC)c(NC(=O)C2CCCN(S(=O)(=O)c3c(C)noc3C)C2)c1 (configuration not stated)
 : -2	-1	-2	-0.9	-5	3	-10	0.3	-2
COC(=O)c1cc(S(=O)(=O)N2CCN(c3cccc(C)c3)C(C)C2)c[nH]1 (configuration not stated)
 : -1	17	-8	1.8	6	-2	-12	-0.1	-2
CS(=O)(=O)N(CC(=O)NCc1ccncc1)c1ccc(F)c(Cl)c1
 : -13	17	-20	2.6	7	-1	-4	0.2	5
Cc1ccc(NC(=O)CSc2nc(O)cc(=O)n2C)cc1
 : -2	9	-11	-0.9	-18	11	-15	-0.7	6
Cc1nnc(SCc2ccccc2Cl)n(N)c1=O
 : -5	-6	-3	-0.9	-8	-2	-7	-1.8	6
Cc1ccc(C)c(C(=O)CCC(=O)N2CCN(c3cccc(C(F)(F)F)c3)CC2)c1
 : -5	10	-9	2.0	8	4	-7	2.6	-9
CCc1noc(C)c1C(=O)NNC(=O)COc1ccc(C)cc1
 : -2	-17	1	0.6	-2	1	-4	-1.7	1
COc1ccc(OC)c(NC(=O)C2CCN(c3ncccn3)CC2)c1
 : -4	-1	-14	0.1	-3	6	3	1.2	4
O=C(Nc1ccccc1F)c1ccccc1-c1ccccc1
 : -11	-2	-18	-1.2	-4	1	0	-2.4	5
Cc1ccc(S(=O)(=O)N2CCCCC2)cc1C(=O)NC1CC(C)(C)NC(C)(C)C1
 : -3	-5	10	-0.5	-2	1	-5	-0.5	6
COc1ccc(S(=O)(=O)N2CCCC2CNC(=O)c2cccc(OC)c2)cc1 (configuration not stated)
 : -6	-29	-14	-0.3	-2	5	-13	0.7	2
NC1=NC(c2ccccc2)CC(=O)N1 (configuration not stated)
 : -2	-13	.	.	-22	0	.	.	8
O=C(O)CC/C(=N\Nc1ccc([N+](=O)[O-])cc1)c1ccccc1
 : -2	-15	-12	-0.1	-7	0	0	0.7	5
CCN1CCN(S(=O)(=O)c2ccc(Cl)c(C(=O)Nc3nnc(CC(C)C)s3)c2)CC1
 : -3	14	-21	4.2	-18	8	-3	3.3	11
COc1cccc(C(=O)C[n+]2ccccc2/C=N/O)c1
 : -11	2	12	0.1	27*	3	-5	0.1	-20
c1ccc2c(c1)CCN(c1nc(CN3CCOCC3)nc3sc4c(c13)CCCC4)C2
 : -8	-20	-30	-0.7	-2	3	-16	-2.5	-2
CC(=O)c1c(C)[nH]c(C(=O)OCC(=O)NCCc2ccc(F)cc2)c1C
 : 1	22	-19	4.5	-1	7	-14	2.0	2
O=C(O)c1cc(-c2ccc(O)cc2)nc2ccccc12
 : .	.	-2	-0.6	.	.	-8	0.9	.

Other results follow:
The line under a structure holds: CHRM1 agonist	TAAR1 antagonist	CHO parental Ca	V1R ag counter	CHRM1 antagonist	TAAR1 agonist	OXTR potentiator	OXTR ag	CHRM1 PAM
CCOC(=O)/C(C(=O)Nc1ccc(Br)cc1)=C1/NC(C)(C)Cc2ccccc21
 : -2	20	-2	6.5	13	7	-7	1.9	-5
CC(=O)c1sc(N/N=C2\CC3CC2C(C)C3(C)C)nc1C (configuration not stated)
 : -8	3	-20	-0.9	4	-3	1	-1.2	-17
C=CCNC(=S)N1CCN(CCN=CC2=C(O)CC(c3ccco3)CC2=O)CC1 (configuration not stated)
 : -8	16	-14	-0.8	7	16	-9	-1.0	-5
COC(=O)c1sccc1NC(=S)Nc1cc(C)cc(C)c1
 : -6	-18	-3	0.4	0	-2	-5	0.3	-1
CCN1CCN(c2cc(SC(C)C)nc(-c3ccc(OC)cc3)n2)CC1
 : 0	-17	.	.	-11	46*	.	.	12
CCOC(=O)CSc1cc(=O)n(C)c2cc(Cl)ccc12
 : -5	-22	-25	0.2	-2	15	0	-1.4	-1

For reference, part of the list above.
The line under a structure holds: CHRM1 agonist	TAAR1 antagonist	CHO parental Ca	V1R ag counter	CHRM1 antagonist	TAAR1 agonist	OXTR potentiator	OXTR ag	CHRM1 PAM
CCN1CCN(c2cc(SC(C)C)nc(-c3ccc(OC)cc3)n2)CC1
 : 0	-17	.	.	-11	46*	.	.	12
CCOC(=O)CSc1cc(=O)n(C)c2cc(Cl)ccc12
 : -5	-22	-25	0.2	-2	15	0	-1.4	-1
